TNAP inh hi DEA: TNAP (human) inhibition, high acceptor | P05186 | purified TNAP, CDP-star luminescence, 1 M DEA | inhibition, % at 20 µM | hit rate 0.03% among 200,000 | AID 1135;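 active = over 50% inhibition of tissue-nonspecific alkaline phosphatase at 20 µM in the single-dose screen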;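 also: plate controls were DMSO wells for no effect and EDTA-quenched wells as full inhibition for full effect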
Target sequence (P05186 whole entry, looked up): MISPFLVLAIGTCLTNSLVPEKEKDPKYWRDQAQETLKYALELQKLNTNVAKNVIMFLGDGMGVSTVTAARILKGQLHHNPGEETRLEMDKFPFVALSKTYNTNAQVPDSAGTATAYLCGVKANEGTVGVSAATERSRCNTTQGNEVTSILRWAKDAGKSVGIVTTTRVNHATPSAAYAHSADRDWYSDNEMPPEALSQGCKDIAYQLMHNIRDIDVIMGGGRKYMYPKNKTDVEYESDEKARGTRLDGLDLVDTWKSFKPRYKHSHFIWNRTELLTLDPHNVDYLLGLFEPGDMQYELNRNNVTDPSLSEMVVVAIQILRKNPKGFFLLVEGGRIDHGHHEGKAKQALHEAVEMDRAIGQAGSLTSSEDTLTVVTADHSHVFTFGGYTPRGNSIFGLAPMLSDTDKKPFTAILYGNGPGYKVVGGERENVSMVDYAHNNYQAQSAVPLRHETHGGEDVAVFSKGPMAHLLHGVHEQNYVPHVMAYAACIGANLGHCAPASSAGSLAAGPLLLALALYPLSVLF
FLuc inhib CS: counter-screen for luciferase assay inhibitors: firefly luciferase inhibition; hit rate 1.5% among 200,000; inhibition, % at 10 µM; P08659; ATPLite firefly luciferase biochemical luminescence, 10 min; AID 1006;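 active = inhibition above about 50% when tested at 10 µM, limit read from the data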
PMI act satM6P: PMI (human) activation, high substrate; coupled PMI enzyme assay, resazurin fluorescence, 20 min; active compounds read high; 1 = untreated enzyme, 0 = substrate-free blank; activation factor at 20 µM; hit rate 0.34% among 190,000; AID 1216;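 active = activation factor of 2 or more at 20 µM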
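Test system – human PMI in coupled enzyme assay · Timing – 20 min incubation at room temperature · Detection – Diaphorase-driven resazurin-to-resorufin fluorescence, excitation 544, emission 590 nm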
TNAP inh no acc: inhibitors of human TNAP without phosphate acceptor | P05186 | purified TNAP, CDP-star luminescence, 30 min | inhibition, % at 20 µM | hit rate 0.26% among 200,000 | AID 1012;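 active = tissue-nonspecific alkaline phosphatase inhibition above about 50% at 20 µM in the single-dose screen, limit read from the data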;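 also: 0% = DMSO negative control and 100% = EDTA positive control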
FLuc stim CS: firefly luciferase counter-screen for stimulation assays; P08659; ATPlite luciferase biochemical, luminescence, 10 min; 0 = ATP-free wells, 1 = DMSO control; activation factor at 10 µM; 200,000 tested, under 10 active; AID 1027;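 active = luciferase activation factor, scaled between plate controls, of at least 2 with compound at 10 µM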
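Material: luciferase plus luciferin reagent, cell-free. Medium: PBS buffer for ATP. Also added: ATP substrate, dispensed from a 10.24 µM working solution in PBS. Doses: test compounds dosed from 2 mM stocks in 100% DMSO. Incubation: 10 min post-reagent at room temperature. Technique: light output (luminescence). Read-out basis: luminescence gain marking luciferase activators.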
PMI activator: activators of human phosphomannose isomerase; AID 1214; P34949; hit rate 0.005% among 190,000; activation factor at 20 µM; purified human PMI, coupled resazurin fluorescence, 20 min; active compounds read high; 1 = vehicle control, 0 substrate-free wells;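 active = activation factor of 2 or more at 20 µM, relative to plate controls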
bIAP activator: intestinal alkaline phosphatase (bovine) activation; purified bovine IAP, CDP-star luminescence, 30 min; active compounds read high; fold of DMSO-control signal, blank-subtracted; activation factor at 20 µM; hit rate 0.17% among 200,000; AID 1016;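 active = activation factor of 2 or more at 20 µM, a signal rise over negative controls twice the positive control's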
TNAP act hiacc: TNAP (human) activation, high acceptor. 200,000 tested, under 10 active. P05186. AID 1136. activation factor at 20 µM. purified TNAP, CDP-star luminescence, 1 M DEA, 30 min; active compounds read high; 0 = EDTA background, 1 = DMSO-only activity;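 active = activation factor at least 2 at 20 µM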
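Assay system: human TNAP; Input: enzyme diluted 1/800 final; Reagent: CDP-star luminogenic substrate at 100 µM final; Timing: 30 min, room temperature; Signal: luminescence; Evaluation: TNAP activation factor scaled between EDTA and DMSO control wells.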
APP 5'UTR act: APP 5'UTR luciferase reporter activation; AID 1276; SH-SY5Y APP 5'UTR luciferase reporter, luminescence; zero percent = DMSO vehicle wells; hit rate 1% among 190,000; activation, % at 2 µM;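 active = activation above a set limit, based on mean plus 3 SD of controls, cut at about 140% in these data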; also: values of inactives mirror those of a sister screen read the other way
NF-kB expr up: compounds increasing NF-kB expression in human neuronal cells; fold change at 12.5 µM; NF-kB reporter expression; active compounds read high; hit rate 1.6% among 190,000; in the data active = fold change above about 3.3
* = called active by the depositor; · = no result given.

mol,TNAP inh hi DEA,FLuc inhib CS,PMI act satM6P,TNAP inh no acc,FLuc stim CS,PMI activator,bIAP activator,TNAP act hiacc,APP 5'UTR act,NF-kB expr up
Cc1nn(-c2ccc(F)cc2)c(Cl)c1/C=C1\C(=O)Nc2ccccc21,-1,-2,1,-2,1,1.1,1.1,1,-21,1
COCC(=O)Nc1c(C(=O)Nc2ccc3c(c2)OCCO3)oc2ccccc12,-4,-2,0.8,-3,1,0.9,1,1,195*,2.4
Cc1ccc(N(C(=O)c2ccc(S(=O)(=O)N(C)C)cc2)C2C=CS(=O)(=O)C2)cc1 (stereo not drawn),-5,-4,1,-1,1,1.1,0.9,1,-7,1.6
c1ccc(N2CCN(c3nc4cc5c(cc4s3)OCCO5)CC2)cc1,-4,16,0.9,-8,0.8,0.9,0.8,1,49,2.1
Cc1ccc(S(=O)(=O)Nc2nc3cc(C)c(C)cc3[nH]2)cc1,-8,-9,1.1,-4,1.1,1.1,1,1.1,13,1.2
COCCNC(=O)CN1CCC(n2c(C)nc3cc(C(F)(F)F)ccc32)CC1,-1,-2,1,-7,1,1,1.1,1,12,1.2
Cn1c(SCc2ccc(C(=O)Nc3nccs3)cc2)nnc1-c1ccccc1,-6,24,0.9,-10,0.8,0.8,0.9,1.1,37,0.81
Cc1ccc(S(=O)(=O)CC(N)=O)cc1,-2,-4,1,-2,1,1,1,1,-29,1.3
OCCC1CN(Cc2cccc(-c3ccco3)c2)CCN1Cc1ccsc1 (stereo not drawn),-7,-5,·,-13,1,·,1.1,1.1,-10,1
Cc1ccc(C(=O)N[C@@H](C)CN2C3=NC[C@H](C(C)C)N3C[C@H]2Cc2ccc(O)cc2)cc1Br,-1,-1,1,0,1,0.5,1.3,1,-10,1.2
O=c1c2ccccc2nc(-c2ccco2)n1/N=C/c1ccccc1O,-2,-1,0.9,-12,1,1,0.9,1,2,1.1
OCC1(Cc2ccc(Cl)cc2)CCN(CCCc2ccccc2)CC1,-8,-6,0.9,-10,1.1,1,0.9,1.1,-13,0.76
COc1ccccc1NC(=O)C1=C(C)Nc2nc(-c3ccc(N(C)C)cc3)nn2C1c1ccncc1 (stereo not drawn),-5,-8,1,-4,1.1,1,1.1,1,3,0.63
CCc1nnc(NC(=O)CN2CCN(c3ccccc3F)CC2)s1,-8,-4,1.2,-10,1,1.1,1,1.1,9,0.87
CCn1c(C(C)NC(C)=O)nc2ccccc21 (stereo not drawn),-10,-4,0.9,-14,1,0.9,0.9,1.1,24,1.1
CCOC(=O)C1(Cc2cccc(OC)c2)CCN(C(C)COC)CC1 (stereo not drawn),-5,-2,0.9,-8,1,0.8,1,1.1,-3,0.99
O=c1nc2sc3ccccc3n2c(=O)n1-c1ccc(Cl)cc1,1,-2,0.9,-4,1,0.9,1,1,107,1.3
CCc1ccc(C(C)NC(=O)c2ccc(F)cc2)cc1 (stereo not drawn),0,-2,0.8,-6,1,0.8,0.9,1,14,0.96
Cc1ccc2c(c1)c(C)c(C)n2CC(O)Cn1nc(C)cc1C (stereo not drawn),-5,-10,0.9,-5,1.1,1,0.8,1.1,-8,0.94
CCOC(=O)CCSc1nnc(-c2cccnc2)n1-c1ccccc1OC,4,-2,1,-3,1,1,1.1,1,-2,1.1
COc1ccc2cc(C(=O)C3CCCN(C(=O)c4cc5nc(C)cc(C)n5n4)C3)ccc2c1 (stereo not drawn),0,-6,1,-2,1.1,0.9,1,1,11,1
CCOc1ccccc1NC(=S)N1CCN(c2nc(-c3ccc(F)cc3)cs2)CC1,-7,-8,1,-15,1.1,0.9,1,1.1,8,0.72
COc1cccc(OC)c1NC(=O)c1nc2c(nnn2Cc2ccccc2Cl)c(=O)[nH]1,-5,-1,0.9,-28,1,0.9,1.5,1,11,1.2
CC1(C)CC(=O)C=C(Nc2ccc(F)cc2)C1,5,4,1.1,0,1,1,1,1,-6,0.85
Cc1ccc(O)c(C(=O)c2cnn(C(=O)COc3ccc(Cl)cc3)c2)c1,2,2,1,-14,1,0.9,0.9,1,6,0.85
CC1CCN(CCCn2c(=S)[nH]c3c(sc4ccc([N+](=O)[O-])cc43)c2=O)CC1,3,-1,1.1,25,1,1.1,0.8,1,8,1.1
O=C(c1ccc(Cl)cc1)N1CCn2c1nc1ccccc12,-5,14,1.1,-4,0.9,1.1,1,1,8,0.9
CCC(=O)Nc1ccc(Br)c(Cl)c1,-2,0,0.9,-2,1,0.8,1,1,-6,0.93
CC(=O)/C(=N/Nc1cccc(C)c1)N1CCOCC1,-2,-7,2.2*,-8,1.1,1.7,0.9,1,-23,1
CSc1nncc(-c2ccccc2)n1,-2,-1,1.1,-6,1,1.2,1,1,23,1.2
CC1CCC2(CC1)NC(=O)N(Cc1nc(-c3ccccc3)no1)C2=O (stereo not drawn),6,4,1.1,0,1,1,1,0.9,4,0.85
CCC(=O)Nc1ccc(-c2ccc(NC(=O)CC)c(OC)c2)cc1OC,-5,-6,0.9,-8,1.1,1,0.9,1.1,14,1.1
CC(C)CC(=O)Nc1ccc2c3c(cccc13)CC2,-3,-8,1,-8,1.1,1,1.1,1,-1,1.6
Cc1ccc(Oc2nc3ccccc3n3c(C)nnc23)cc1,-3,1,1.1,-13,1,1.1,1,1,5,1.2
Cc1cc(C)c2c(n1)nn1c(N3CCN(c4ccccn4)CC3)cc(C)nc21,-4,4,0.9,-10,1,0.9,1.4,1,·,·
O=C(Nc1ccc(S(=O)(=O)NCc2ccco2)cc1)c1ccc2ccccc2n1,-3,-4,0.9,-8,1,0.8,0.9,1,-3,1
COc1ccc(NC(=O)CCC2CCCC2)cc1OC,-4,-6,1.1,-1,1.1,1,1,1,-3,1.1
Cn1cccc1CNC(=O)Nc1ccccc1,-6,28,1.1,0,0.7,1,1,1.1,10,1.2
CCCCSc1cc(C)nc2ncnn12,-1,1,0.9,-7,1,0.9,1,1,-4,1.1
CCCCOc1ccc(C2NC(=O)NC(C)=C2C(C)=O)cc1OCC (stereo not drawn),-4,-3,1,-8,1,1,0.9,1,13,1.4
O=C(O)CCCCCNC(=O)Nc1ccc2c(c1)OCCO2,-1,9,1,-10,0.9,1,0.8,1,13,1.4
O=C(/C=C/c1ccc(Br)cc1)c1ccco1,-4,18,0.9,-4,0.8,0.9,0.6,1,-4,1.6
Cc1n[nH]c(C)c1S(=O)(=O)N1CCCC(C(=O)NCc2ccc(F)cc2)C1 (stereo not drawn),-2,-8,1,38,1.1,1.1,1.2,1,11,·
S=C(NCCC(c1ccccc1)c1ccccc1)Nc1cccc(Cl)c1,-24,-3,1,-84,1,0.9,1.7,1.2,-13,0.86
Cc1ccccc1Nc1ncnc(N)n1,-2,-2,1,-5,1,1.1,1.1,1,-4,0.92
COc1ccc(-c2cc(C(=O)N3CCN(C(c4ccccc4)c4ccccc4)CC3)no2)cc1OC,-1,-6,0.8,-2,1.1,0.8,1,1,-11,0.8
CN1CCCN(C(=O)Cc2c(Cl)cccc2Cl)c2nc3ccccc3nc21,6,6,1,1,0.9,0.9,1,0.9,8,0.81
Cc1ccc2[nH]c3c(c2c1)CCc1cn[nH]c1-3,4,7,0.4,6,0.9,0.3,1,1,11,1.1
CC(=O)Nc1ccc(NC(=S)Nc2ccc(F)cc2)cc1,5,0,0.9,-1,1,1,1.1,0.9,18,1.1
O=C(CCCn1c(=O)[nH]c2ccsc2c1=O)Nc1ccc(F)cc1,-2,0,1,-8,1,0.9,1.2,1,14,1
Cc1ccc(OCC(=O)NNC(=O)C(C)Sc2ncnc3sc(C)c(C)c23)cc1 (stereo not drawn),-1,1,0.9,-16,1,0.9,1.4,1,-12,1.3
Cc1ccc(-c2nc(NC(=O)CSc3cc(C)c4ccccc4n3)ns2)cc1,0,-2,1.1,-4,1,1,0.9,1,6,0.97
COc1ccc(/C=C2\N=C3CCCCCN3C2=O)cc1OC,-5,-3,1,-2,1,1,1,1.1,-1,1.3
CC(C)c1ccc(NC(=O)CNS(=O)(=O)c2ccc(F)cc2)cc1,-6,-1,1,-20,1,1,1.1,1.1,-8,1.3

Entries of single compounds as entered above.
S=C(NCCC(c1ccccc1)c1ccccc1)Nc1cccc(Cl)c1 is listed with TNAP inh hi DEA: -24; FLuc inhib CS: -3; PMI act satM6P: 1; TNAP inh no acc: -84; FLuc stim CS: 1; PMI activator: 0.9; bIAP activator: 1.7; TNAP act hiacc: 1.2; APP 5'UTR act: -13; NF-kB expr up: 0.86
O=c1c2ccccc2nc(-c2ccco2)n1/N=C/c1ccccc1O is listed with TNAP inh hi DEA: -2; FLuc inhib CS: -1; PMI act satM6P: 0.9; TNAP inh no acc: -12; FLuc stim CS: 1; PMI activator: 1; bIAP activator: 0.9; TNAP act hiacc: 1; APP 5'UTR act: 2; NF-kB expr up: 1.1

Assay outcomes from PubChem.
